# Screening data deposited in PubChem by Sanford-Burnham Center for Chemical Genomics.
# Lipid droplet = modulators of hepatic lipid droplet formation | AML12 mouse hepatocytes, oleate lipid droplets, BODIPY imaging | AID 1656 | 240,000 tested, 0.4% active | inhibition, % at 6.5 µM;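 active means lipid droplet intensity inhibited by at least 50%, with more than 500 cells counted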
#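 Technique: fluorescence imaging, 20x objective, two fields per well / Assay system: AML12 hepatocytes (mouse) / Measure: % inhibition of lipid droplet signal / Doses: 6.5 µM single-point dosing / Incubation: overnight exposure / Reagent: 100 µM oleic acid challenge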
# Lipid droplet cells 6.5 µM = further read-out of Lipid droplet, marked with its call; cell count; measured here: cell count, cytotoxicity flag;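 cells counted across two imaged fields per well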
# Active calls of the source: *. Only part of the results is shown (hit frequency here may not be typical).
# Sample of the layout:
compound,Lipid droplet,Lipid droplet cells 6.5 µM
CCOc1ccc(S(=O)(=O)N2CCCC(C(=O)N3CCN(CC)CC3)C2)cc1Cl (stereo not given),-2,473
COc1ccccc1CN1CCN(Cc2nc(-c3ccc(C)cc3)oc2C)CC1,-10,752
COc1ccc(S(=O)(=O)CCC(=O)NCc2ccc(C)o2)cc1,3,766
CC(C)(C)OC(=O)N[C@@H](Cc1ccccc1)C(=O)N1CCC(C(=O)N[C@@H](Cc2c[nH]c3ccccc23)C(=O)O)CC1,5,828

# The listing, from the first entry:
compound,Lipid droplet,Lipid droplet cells 6.5 µM
CCOc1ccc(S(=O)(=O)N2CCCC(C(=O)N3CCN(CC)CC3)C2)cc1Cl (stereo not given),-2,473
COc1ccccc1CN1CCN(Cc2nc(-c3ccc(C)cc3)oc2C)CC1,-10,752
COc1ccc(S(=O)(=O)CCC(=O)NCc2ccc(C)o2)cc1,3,766
CC(C)(C)OC(=O)N[C@@H](Cc1ccccc1)C(=O)N1CCC(C(=O)N[C@@H](Cc2c[nH]c3ccccc23)C(=O)O)CC1,5,828
O=C(Nc1ccc2oc(-c3ccncc3)nc2c1)c1ccc(Br)o1,-3,826
CCCCSCCCNC(=O)C1CCC(CNS(=O)(=O)c2ccc(NC(C)=O)cc2)CC1 (stereo not given),0,851
O=C(Nc1ccccc1N1CCOCC1)c1cc2ccccc2o1,20,788
CSc1ccc(CN(C)C(=O)c2cccc(S(=O)(=O)NCc3ccccc3)c2)cc1,3,801
CC(=O)c1c(C)oc2ccc(NS(=O)(=O)c3ccc(F)cc3C)cc12,4,862
O=C(c1ccc(CS(=O)c2ccccc2Cl)o1)N1CCCCCC1 (stereo not given),25,722
COC(=O)CN1C(=O)COc2ccc(S(=O)(=O)N3CCOCC3)cc21,-10,691
CCOC(=O)[C@@H]1[C@H]2COc3ccccc3[C@@H]2N2C(=O)N(c3ccc(C)cc3)C(=O)[C@]12C,6,835
CC1(C)OC(C)(C)/C(=C\c2ccccc2[N+](=O)[O-])C1=O,-9,848
COc1cccc(Nc2nnc(Cc3cccnc3)c3ccccc23)c1,20,696
CCCN1CCC(NC(=O)Cc2ccccc2C)CC1,0,838
COc1ccccc1N(C(=O)c1snc(C(N)=O)c1N)C(C(=O)NCc1ccccc1)c1ccc(C)o1 (stereo not given),-18,773
Cc1ccccc1CC1(CO)CCCN(C(=O)CCN2CCCO2)C1 (stereo not given),20,707
COc1cc(NS(=O)(=O)c2ccc3c(c2)C(C)(C)C(=O)N3C)cc(OC)c1,-10,791
Cc1ccc(S(=O)(=O)N2CCOC23CCN(C(=O)c2ccccc2Br)CC3)cc1,14,748
CCCS(=O)(=O)Nc1ccc(-c2cn3c(n2)SCC3)cc1,14,772

# Ordered by length of the SMILES (descending): part of the list above.
compound,Lipid droplet,Lipid droplet cells 6.5 µM
COc1ccccc1N(C(=O)c1snc(C(N)=O)c1N)C(C(=O)NCc1ccccc1)c1ccc(C)o1 (stereo not given),-18,773
COC(=O)CN1C(=O)COc2ccc(S(=O)(=O)N3CCOCC3)cc21,-10,691
CCCS(=O)(=O)Nc1ccc(-c2cn3c(n2)SCC3)cc1,14,772

# Later entries:
compound,Lipid droplet,Lipid droplet cells 6.5 µM
O=C(CN1CCOCC1)Nc1ccc(Cl)cc1,-5,756
COc1ccc(NC(=O)CN(C)S(=O)(=O)c2cnc[nH]2)cc1,5,692
O=C(c1ccccc1)N1N=C(C(F)(F)F)CC1(O)c1ccc(F)cc1 (stereo not given),-7,796
CCOC(=O)CC1CCCCN1C(=O)c1ccc2oc(CCc3ccccc3)nc2c1 (stereo not given),-16,737
Cc1c(C(=O)N(CCO)Cc2ccccc2)oc2c(F)cccc12,-20,818
C(=N\N1CCOCC1)/c1ccsc1,-13,774
Cc1ccc(CC(CC(=O)O)C(=O)Nc2ccc(Cl)cc2)cc1 (stereo not given),-6,831
COc1cc2[nH]c(C(=O)Nc3ccc4c(c3)OCCO4)cc2c(OC)c1OC,-4,789
CCC(Oc1ccc(C)cc1)C(=O)Nc1ccccc1C(=O)N1CCOCC1 (stereo not given),10,722
CCn1nnc2cc(C(=O)NCC(c3ccccc3OC)N(C)C)ccc21 (stereo not given),4,823
Cn1c(SCC(=O)NC2CCCC2)nnc1-c1cccs1,10,788
Cc1cccc([C@@H]2[C@@H]3C(=O)N(Cc4ccccc4)C(=O)[C@@H]3[C@]3(Cc4ccc(Cl)cc4)C(=O)N(c4ccccc4)C(=O)N23)c1,24,811
Cc1c(NC(=O)c2ccc3nsnc3c2)cccc1[N+](=O)[O-],15,730
Nc1nc(-c2ccc(Oc3ccccc3)cc2)c(CC(=O)O)s1,-1,824
O=C(COc1ccc2c(c1)OCO2)Nc1nccs1,-25,801
Cc1ccc(C(=O)NCCc2nnc3ccc(SCC(=O)Nc4ccccc4F)nn23)cc1,-7,677
C=CCn1c2ccccc2c2nnc(SCC(=O)O)nc21,0,804
COc1ccc(OCc2cc(C(=O)NC3CCOCC3)no2)c2ccccc12,-2,697
CCc1cccc(C)c1NS(=O)(=O)c1cc(Br)cnc1N,-4,747
Cc1ccc(N(Cc2ccccc2O)C(=O)c2ccccc2F)cc1,-12,827
COc1ccc(C)cc1NC(=O)CCNC(=O)Cn1ccc2ccccc2c1=O,5,748
O=C(O)c1cccc(-n2c(/C=C/c3ccc([N+](=O)[O-])cc3)nc3ccccc3c2=O)c1,0,856
O=C(CSc1nnc(CNC(=O)c2ccccc2F)o1)NC1CCCCC1,-16,684
CC(Cn1cncn1)C(=O)N1CCN(S(=O)(=O)c2ccc(Cl)cc2)CC1 (stereo not given),0,764
O=C(NCCCc1ccccc1)c1cc(COc2c(F)cccc2F)on1,3,681
COc1ccc(C(=O)CCC(=O)N2CCN(c3cc(C)ccc3C)CC2)cc1,-26,800
O=C(O)CSc1nnc(-c2ccc(Cl)cc2Cl)n1-c1ccccc1,2,839
COc1ccc(CNC(=O)CN(Cc2ccc(OC)cc2)C(=O)CCC(=O)Nc2ccccn2)cc1,26,824
O=C(NCCCN1CCOCC1)c1cc2c([nH]c3ccccc32)c(-c2cccc(Br)c2)n1,-4,770
COc1ccc(/C=C(\C#N)C(=O)NC(C)c2ccccc2)cc1O (stereo not given),0,814
COc1ccc(/C=C/c2c(-c3cccc(C)c3)oc3ccc(-c4ccc5c(c4)OCO5)cc23)cc1,4,836
O=C(/C=C/c1cccnc1)c1cccc(O)c1,-1,827
CCOC(=O)C1CCN(C(=O)CN2C(=O)c3ccccc3Sc3ncccc32)CC1,-3,767
O=C(NCc1ccccc1)c1ccc(NC(=O)c2ccco2)cc1,-4,691
Cc1cnc(CN(C)C(=O)CC2C(=O)NCCN2CCCc2ccccc2)[nH]1 (stereo not given),-4,689
CN1C(=O)[C@H]2[C@@H](/C=C/c3ccccc3)N3C(=O)CN(CC4CC4)C(=O)[C@@]3(C)[C@H]2C1=O,0,826
O=C(NC12CC3CC(CC(C3)C1)C2)C1CCCN1C(=O)Nc1ccccc1 (stereo not given),9,771
COc1ccc(C(=O)NC(C)c2nnc(SCC(=O)NC3CCCC3)n2C)cc1 (stereo not given),-2,880
COc1ccc(N(C(=O)c2ccc3c(c2)OCO3)C2C=CS(=O)(=O)C2)c(OC)c1 (stereo not given),-18,673
Cc1ccc(NC(=O)CSCc2cc(=O)n3nc(C4CC4)sc3n2)cc1,-4,661

# Reformatted as labelled records: two of the compounds above.
Cc1cnc(CN(C)C(=O)CC2C(=O)NCCN2CCCc2ccccc2)[nH]1 (stereo not given)
  Lipid droplet: -4
  Lipid droplet cells 6.5 µM: 689

CN1C(=O)[C@H]2[C@@H](/C=C/c3ccccc3)N3C(=O)CN(CC4CC4)C(=O)[C@@]3(C)[C@H]2C1=O
  Lipid droplet: 0
  Lipid droplet cells 6.5 µM: 826

# (further entries)
compound,Lipid droplet,Lipid droplet cells 6.5 µM
CC(=O)NC(c1cccc([N+](=O)[O-])c1)c1ccc2cccnc2c1O (stereo not given),-35,627
O=C(COc1ccc(S(=O)(=O)N2CCOCC2)cc1)NCCCn1ccnc1,14,829
CCc1cccc(NC(=S)N(CCN(C)C)C2CCN(C(C)C)CC2)c1,8,439
COCCC(=O)N1CCC(Oc2ccc(C(=O)NCc3cccc(C)n3)cc2)CC1,-1,655
CCCCCCCOc1ccc(C2(C)NC(=O)NC2=O)cc1 (stereo not given),2,841
CCOC(=O)[C@@H]1[C@H]2COc3ccccc3[C@H]2N2C(=O)N(c3cccc(F)c3)C(=O)[C@]12C,-10,755
Cc1cc(C)c(C#N)c(SCCN2CCCCC2)n1,-10,850
O=S(=O)(Cc1ccccc1)N(O)c1ccccc1,-17,756
O=C(CCc1nnc(C2(c3ccc(Cl)cc3)CCC2)o1)N1CCCC1,-23,751
C=CCN(CC=C)C(=O)CN1C(=O)NC(C)(c2ccc3cc(OC)ccc3c2)C1=O (stereo not given),20,864

# The list continues.
# Values in the order – Lipid droplet | Lipid droplet cells 6.5 µM
Cc1cnc(NC(=O)Cc2ccc(Br)cc2)s1
    11 | 804
O=C(CNC(=O)c1ccc2ccccc2c1)NCc1ccc(F)cc1
    -2 | 866
CC(C)Oc1ccc(CNC(=O)CCC(=O)N2CC(C)Sc3ccccc32)cc1 (stereo not given)
    -38 | 530
O=C(c1cccc(N2C(=O)C3C4C=CC(C4)C3C2=O)c1)N1CCN(c2ccccc2Cl)CC1 (stereo not given)
    -15 | 758
O=C(NCc1ccccn1)c1ccc(OC2CCN(Cc3ccccc3)CC2)cc1
    2 | 849
CCC(C)NC(=O)C(Cc1ccccc1)NS(=O)(=O)c1ccc2c(c1)CCC(=O)N2 (stereo not given)
    -7 | 600
CC(C)c1ccc(C(=O)NN2CCOCC2)cc1
    13 | 650
Cc1ccccc1C(=O)Nc1ccc2nc3n(c(=O)c2c1)CCCC3
    4 | 848
CCS(=O)(=O)c1nc(S(=O)(=O)c2ccc(C)cc2)c(NCCN2CCOCC2)s1
    -22 | 646
COc1ccccc1CCC(=O)OCC(=O)Nc1ccc(C(N)=O)cc1
    -8 | 765
CCCCCC(=O)Nc1c2c(nc3ccccc13)CCC2
    -5 | 785
CN(C)CCCN1C(=O)c2cccc3cccc(c23)C1=O
    -2 | 846
CN(C)CCNC(=O)C(=O)NCC(c1ccc2c(c1)OCO2)N1CCN(c2ccc(F)cc2)CC1 (stereo not given)
    23 | 772
Cc1ccc(F)c(N=Cc2c(O)c3ccccc3oc2=O)c1
    6 | 805
CC12OC1C1(O)CCCC1=CC2=O (stereo not given)
    1 | 830
COc1ccc(CNC(=O)CN(C(=O)c2csnn2)c2ccc(F)cc2)cc1
    -6 | 766
Cc1ccnc(NS(=O)(=O)c2ccc(-n3cccn3)cc2)c1
    4 | 669
CCOc1ccc(CCNC(=O)Nc2cccc(OC)c2)cc1OCC
    125* | 805*
CCOc1ccc(CCNC(=O)CSc2ncn[nH]2)cc1OCC
    9 | 733
Cc1cc(Cl)c2oc(C(=O)NCC(C)(C)N3CCOCC3)c(C)c2c1
    0 | 811
Cc1cc(NC(=O)CCC(=O)N(c2ccccc2)C(C(=O)NC2CCCC2)c2ccc(F)cc2)no1 (stereo not given)
    14 | 820
CCOC(=O)c1ccc(N(CC(=O)NC2CCCCC2)C(=O)CNC(=O)c2ccco2)cc1
    -48 | 805
CCCCn1c(=O)c2ccccc2n2c(=S)[nH]nc12
    6 | 660
COc1ccc(N2C(=NC(=O)CC3CCCCC3)SC3CS(=O)(=O)CC32)cc1 (stereo not given)
    0 | 685
CCOC(=O)C1=C(C)N(CCCC(=O)O)C(=O)NC1c1ccc(Cl)cc1 (stereo not given)
    -1 | 758
CC(C)OCCCNC(=O)c1cn(C)c2ccc(S(=O)(=O)N3CCCC3)cc2c1=O
    8 | 726
CCN(CC(=O)NCc1ccc(Cl)cc1)C(=O)COc1ccc(C)cc1C
    -7 | 741
O=C(NCCc1ccccc1F)c1cccc2cccnc12
    -41 | 709
O=C(CN1CCCCC1)c1c[nH]c2ccccc12
    -3 | 770
Cc1cccc2c(=O)c(C(=O)NCc3ccc(F)cc3)c[nH]c12
    -8 | 826
COc1cc2c(cc1OC)CN(C(=O)c1cc(S(=O)(=O)N3CCOCC3)c(Cl)cc1Cl)CC2
    -39 | 617
CCCOc1ccc(C2C(C(=O)c3cc4ccccc4o3)=C(O)C(=O)N2c2cc(C)on2)cc1OC (stereo not given)
    0 | 712
CCCNC(=O)N1CCC(n2nccc2NC(=O)CCOc2ccccc2)CC1
    -10 | 689
NC(=O)c1nsc(C(=O)N(Cc2ccco2)C(C(=O)NCC2CCCO2)c2ccc(F)cc2)c1N (stereo not given)
    4 | 767
O=C(O)c1ccc(CNC(=O)C2CCCN2C(=O)OCc2ccccc2)cc1 (stereo not given)
    3 | 848
O=C(CCNC(=O)C1CCN(S(=O)(=O)c2ccccc2)CC1)NCc1cccc(C(F)(F)F)c1
    19 | 672
CC(C)Oc1ccc(C(=O)Nc2c3c(nn2C(C)(C)C)CS(=O)(=O)C3)cc1
    2 | 648
CCOc1ccc(NC(=O)CCNC(=O)Cn2ccc3ccccc3c2=O)cc1
    -3 | 789
COc1cc(NC(=O)CN(C)CCOc2ccccc2)c(C)cc1[N+](=O)[O-]
    -22 | 798
COc1ccc(C(Nc2ccc(S(=O)(=O)N3CCOCC3)cc2)C(=O)NCCC(C)C)cc1OC (stereo not given)
    18 | 734
CC1(C)CC(NC(=O)c2cc(Cl)ccc2Cl)CC(C)(C)N1
    -1 | 807
CCCCCN(C(=O)CCC(=O)OCc1ccccc1C(F)(F)F)c1c(N)n(CCCC)c(=O)[nH]c1=O
    -15 | 800
O=C(NCCN1CCN(C(=O)c2ccc(Br)cc2)CC1)c1ccc(Br)cc1
    -2 | 838
O=C1CCCc2nc(N3CCN(C(=O)c4ccco4)CC3)ncc21
    0 | 853
CN(C)c1nc(-c2cccnc2)nc(-c2ccccc2)c1C#N
    29 | 720
O=C(CNS(=O)(=O)c1ccccc1)NCC(=O)N1CCCCC1
    -7 | 836
CC(=O)c1c(C)[nH]c(C(=O)N2CCN(c3ccccn3)CC2)c1C
    16 | 861
NC(=O)COc1c(-c2ccc(Br)o2)oc2ccccc2c1=O
    13 | 820
